Tau ThT inhib: tau fibrillization inhibition (ThT binding); P10636; recombinant tau K18 P301L, heparin-induced fibrillization, ThT fluorescence; Potency, µM (titrated, usually from 57.4 µM), without a hit: top-dose activity, negative = inhibition, usual class: inhibitors; 270,000 compounds, 2.1% hits; AID 1460; also: % is scaled to controls: 0 for no effect and ±100 for the full control effect; nearly all actives have a fitted effect of over 55% in size
Target sequence (P10636 561-689 P618L limits assumed): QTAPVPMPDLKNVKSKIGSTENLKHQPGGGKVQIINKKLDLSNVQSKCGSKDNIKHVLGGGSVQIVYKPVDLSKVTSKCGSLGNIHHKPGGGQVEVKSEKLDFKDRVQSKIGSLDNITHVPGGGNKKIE
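Using a mix of unlabeled (15 uM) and Alexa 594-labeled (0.24 uM) tau K18 P301L, heparin-triggered fibrillization over 6 hr at 37 C was scored by ThT fluorescence.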
HTT cytoprotect: Huntington cell model cytoprotection by ATP luminescence; PC12 HTT-Q103 induced, cytoprotection, ATP luminescence, 40 h; 230,000 compounds, 0.14% hits; Potency, µM (titrated, usually from 56.4 µM), for inactives: cytoprotection (ATP increase), most hits filed as activators;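 also: % of control where 0% means no effect; nearly all actives have a fitted effect of over 45% in size; toxic huntingtin expression switched on by the ecdysone agonist tebufenozide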
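Compounds added alongside 100 nM tebufenozide, which induces toxic Q103 huntingtin exon 1-GFP in stable PC12 cells; surviving cells quantified by luminescent ATP measurement. Medium: phenol red-free DMEM, 5% equine and 5% calf serum.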
TR SRC2 fluor cs: counter-screen for TRb-SRC2 inhibitors: fluorescence interference. 280,000 compounds, 0.29% hits. TRb/SRC2 Texas Red total fluorescence interference. Potency, µM (top dose mostly 106 µM), inactives show top-dose fluorescence change, negative = quenching. AID 1479; active = well fitted curve in either direction with a large enough effect; inconclusive = small, poorly fitted or top-dose-only effect; also: % is scaled to controls: 0 for no effect and ±100 for the full control effect
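Flags fluorescent or light-absorbing compounds by total fluorescence, S + 2P, at 555 nm excitation and 632 nm emission. Mixture: 20 nM Texas Red SRC2 peptide, 0.6 uM human TRb LBD, 1 uM T3, 5% DMSO; compound exposure 5 h at ambient temperature.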
RECQ1 inh: blocks DNA unwinding by human RECQ1; P46063; RECQ1 DNA unwinding, red fluorescence kinetic read; Potency, µM (top dose mostly 57.3 µM), without a hit: at the top dose activity, negative = inhibition, actives largely listed as inhibitors; 240,000 compounds, 0.54% hits; AID 2549;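 also: plate controls were vehicle for no effect and no enzyme for full effect; nearly all actives have a fitted effect of over 30% in size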
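50 nM RECQ1T1 preincubated 15 min with compound in Tris pH 8.0 buffer with MgCl2, DTT, Tween-20 and 2.5 ug/ml poly(dI-dC); started with 200 nM TAMRA/BHQ-2 forked duplex and 2 mM ATP. Unwinding read as fluorescence (525/598 nm), two reads 2 h apart.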
Tau fluor counter: counter-screen for tau fibril formation inhibitors. tau K18 P301L Alexa594 fluorescence, heparin fibrillization. Potency, µM (doses to about 57.7 µM), for inactives: at the highest dose activity change, negative = decrease. 280,000 compounds, 0.93% hits; also: % is scaled to controls: 0 for no effect and ±100 for the full control effect; nearly all actives have a fitted effect of over 55% in size
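Human tau K18 P301L (15 uM unlabeled, 0.24 uM Alexa 594-labeled) in 100 mM sodium acetate pH 7 with 20 uM heparin, 6 hr at 37 C. ThT 30 uM added, 1 hr ambient; Alexa 594 FP and total fluorescence read at 555/632 nm.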
TRb SRC2 PPI: TRbeta-SRC2 interaction inhibition; TRbeta-SRC2 peptide binding, fluorescence polarization; receptor liganded with 1 µM T3; AID 1469; 280,000 compounds, 0.065% hits; P10828; Potency, µM (series often up to 106 µM), without a hit: at the highest dose activity change, negative = inhibition, hits mostly inhibitors;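 also: plate controls were bound peptide for no effect and peptide without receptor for full effect; nearly all actives have a fitted effect of over 50% in size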
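Compounds were added to 0.6 uM TRb ligand-binding domain and 20 nM Texas Red-labeled SRC2 peptide in Tris buffer containing 1 uM T3, incubated 5 hr at ambient temperature, then read by fluorescence polarization.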
Tau fibril FP: blocks human tau fibril formation measured by polarization; P10636; K18 P301L tau heparin fibrillization, Alexa594 FP, 6 h; Potency, µM (top dose mostly 57.7 µM), for the others: at the top dose activity, negative = inhibition, hits mostly inhibitors; 280,000 compounds, 0.39% hits; also: % is scaled to controls: 0 for no effect and ±100 for the full control effect; nearly all actives have a fitted effect of over 55% in size
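Quantitative HTS format: compounds meet 15 uM recombinant K18 P301L tau and Alexa 594-tau tracer in 100 mM sodium acetate pH 7; 20 uM heparin triggers fibrillization at 37 C over 6 hr; FP gives the signal.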
L3MBTL1 inh: inhibitors of human L3MBTL1; 230,000 compounds, 0.66% hits; Q9Y468; AID 485360; Potency, µM (top dose mostly 57.1 µM), without a hit: at the highest dose activity, negative = inhibition, hits mostly inhibitors; AlphaScreen L3MBTL1–H3K9me1 peptide binding; also: % is scaled to controls: 0 for no effect and ±100 for the full control effect; nearly all actives have a fitted effect of over 60% in size
Target sequence (Q9Y468 whole entry, looked up): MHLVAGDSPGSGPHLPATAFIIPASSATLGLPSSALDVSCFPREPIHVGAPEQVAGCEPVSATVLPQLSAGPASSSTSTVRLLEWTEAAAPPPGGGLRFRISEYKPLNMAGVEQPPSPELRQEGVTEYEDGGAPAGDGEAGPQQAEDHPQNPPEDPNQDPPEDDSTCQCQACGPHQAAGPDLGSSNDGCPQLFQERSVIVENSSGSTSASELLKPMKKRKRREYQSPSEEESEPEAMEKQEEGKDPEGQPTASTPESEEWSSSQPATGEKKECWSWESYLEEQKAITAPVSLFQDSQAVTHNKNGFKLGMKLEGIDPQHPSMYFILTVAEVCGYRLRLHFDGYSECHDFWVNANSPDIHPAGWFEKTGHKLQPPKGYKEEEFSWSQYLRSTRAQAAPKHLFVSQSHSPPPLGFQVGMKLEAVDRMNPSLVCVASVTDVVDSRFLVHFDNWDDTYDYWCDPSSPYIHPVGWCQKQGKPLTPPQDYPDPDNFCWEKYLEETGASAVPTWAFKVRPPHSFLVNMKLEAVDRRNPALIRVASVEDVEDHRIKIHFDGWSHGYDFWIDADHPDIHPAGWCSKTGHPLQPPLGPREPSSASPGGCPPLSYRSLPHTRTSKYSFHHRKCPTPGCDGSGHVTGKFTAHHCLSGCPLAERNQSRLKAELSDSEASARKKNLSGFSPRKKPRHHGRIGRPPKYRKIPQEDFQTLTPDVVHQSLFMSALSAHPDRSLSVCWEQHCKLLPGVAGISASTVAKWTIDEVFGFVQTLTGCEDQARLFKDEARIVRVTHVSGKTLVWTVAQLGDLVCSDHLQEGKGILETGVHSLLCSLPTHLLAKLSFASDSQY
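Displacement of a biotinylated histone H3(1-15) peptide monomethylated at Lys9 (75 nM) from L3MBTL1 (50 nM) was measured by AlphaScreen after a 30 min room-temperature compound incubation; cefsulodin titration served as intraplate control.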
* marks the source's active call; other numbers are inactive results; i = inactive; ? = inconclusive; . = no result given; & = joins results of further samples; [ ] = another dose, or the depositor's remark. Unless noted, calls follow the shape of the dose curve; as a rule, active = well fitted curve in the direction sought with a large enough effect; inconclusive = small, poorly fitted or top-dose-only effect, or another doubt; inactive = no such curve, though single readings can be large; an effect the other way counts as inactive or inconclusive. Potency is read from the fitted curve at half-maximal effect.

molecule | Tau ThT inhib | HTT cytoprotect | TR SRC2 fluor cs | RECQ1 inh | Tau fluor counter | TRb SRC2 PPI | Tau fibril FP | L3MBTL1 inh
Cc1ccc(CCNC(=O)c2cc3c(-c4ccccc4F)nn(C)c3s2)cc1 | -12% | . | -1% | . | ? | 3% | -18% | .
CCOC(=O)/C(=N\Nc1ccccc1)c1csc(Nc2ccc(C)cc2)n1 | ? | -28% | -7% | -16% | 7.1µM*[quencher] | -6% | 8% | .
CCCNC(=O)c1ccc2nc(CCc3ccccc3)oc2c1 | -8% | . | 1% | . | 9% | 10% | 13% | .
CCOc1ccc(NC(=O)c2nc(S(=O)(=O)Cc3ccccc3F)ncc2Cl)cc1 | ? | . | -1% | . | 4% | 2% | 1% | .
COc1cccc(-c2nc(SCC(=O)N3CCc4ccccc43)c3c(=O)n(C)c(=O)n(C)c3n2)c1 | -7% | . | -1% | . | -7% | -7% | -2% | .
CCOC(=O)c1ccc(NC(=S)N2CCC(C(N)=O)(N3CCCCC3)CC2)cc1 | -16% | -7%[10 µM] | -6% | -3% | -22% | -9% | 6% | -4%
COC(=O)C1=C(C(=O)OC)[C@@H]2N(C)c3ccc(OC)cc3[C@@]23C[C@@H](C(=O)OC)N(S(=O)(=O)c2ccc(OC)cc2)C3=N1 | -4%[11.5 µM] | -13%&9%[10 µM] | 1%[11.2 µM] | -4%[11.5 µM] | -15%[11.6 µM] | 6%[11.2 µM] | 7%[11.6 µM] | .
COc1ccc(NC(=S)NC2CCCCCC2)c(OC)c1 | -6% | . | 0% | -4% | -7% | 3% | 4% | -7%
CCCN1C(=O)/C(=C/c2c(N3CCNC(=O)C3CC(=O)OCC)nc3c(C)cccn3c2=O)SC1=S (centres undefined) | 13µM* | -3%[10 µM] | 3% | -7% | 3% | 8% | -12% | 3%
Fc1ccccc1OCCCCCN1CCCC1 | -11% | 13%[10 µM] | 1% | -9% | -2% | 4% | 11% | -3%
COc1ccc(NC(=O)c2cn3c4c(ccc(Cl)c4c2=O)OC(C)C3)cc1OC (centres undefined) | -17% | . | 25µM*[quencher] | . | -6% | -18% | 1% | .
CSc1cccc(Nc2cc(C(=O)NCCCN(Cc3ccccc3)C(C)C)c3ccccc3n2)c1 | ? | . | 1% | . | 3.5µM*[quencher] | -1% | ? | .
COc1ccc(OC)c(NC(=O)CSc2ncnc3c2cnn3-c2ccccc2Cl)c1 | -20% | -8%[10 µM] | -1% | -8% | -30% | 7% | 2% | -16%
COc1ccccc1OCCNC(=O)c1ccccc1C | -11% | -5% | 3% | i | 6% | 5% | -1% | -7%[11.4 µM]
O=C(Nc1ccc(Br)cc1F)c1ccc2c(c1)N(Cc1ccccc1)C(=O)CS2=O (centres undefined) | 0% | 9%[10 µM] | -2% | -6% | -2% | -2% | -1% | -4%
CCN(C(=O)CSc1nnc(C)n2c1cc1occc12)c1ccccc1 | ? | . | 0% | . | -11% | -4% | 6% | .
Cc1ccc(N2C(=O)c3ccccc3C2C(=O)c2ccc(O)cc2O)cc1 (centres undefined) | ? | 31%[10 µM] | -25% | 14µM* | ? | -9% | ? | 4.5µM*
CCN1CCN(c2cc(C)c3cc(NC(=O)/C=C/c4ccc(C)cc4)ccc3n2)CC1 | 4.5µM* | . | -3% | . | 14µM*[quencher] | 8% | 10% | .
Cc1nn(-c2ccc(F)cc2)c(C)c1CN1CCN(Cc2ccccc2)C(CCO)C1 (centres undefined) | -3% | 13%[10 µM] | 3% | ? | -4% | 1% | -3% | -3%
CCn1ncc(C2=NOC(C(=O)Nc3ccc4c(c3)OCO4)C2)c1C (centres undefined) | -12% | -9% | 1% | -3% | -10% | -3% | 0% | -7%

Looked up one by one from the list above:
molecule | Tau ThT inhib | HTT cytoprotect | TR SRC2 fluor cs | RECQ1 inh | Tau fluor counter | TRb SRC2 PPI | Tau fibril FP | L3MBTL1 inh
O=C(Nc1ccc(Br)cc1F)c1ccc2c(c1)N(Cc1ccccc1)C(=O)CS2=O (centres undefined) | 0% | 9%[10 µM] | -2% | -6% | -2% | -2% | -1% | -4%
Cc1ccc(N2C(=O)c3ccccc3C2C(=O)c2ccc(O)cc2O)cc1 (centres undefined) | ? | 31%[10 µM] | -25% | 14µM* | ? | -9% | ? | 4.5µM*

(next part)
molecule | Tau ThT inhib | HTT cytoprotect | TR SRC2 fluor cs | RECQ1 inh | Tau fluor counter | TRb SRC2 PPI | Tau fibril FP | L3MBTL1 inh
CC(C)CCn1c(CN2CCN(c3cccc(Cl)c3)CC2)nc2c1c(=O)n(C)c(=O)n2C | -9% | -2%[10 µM] | -6% | i | -4% | -5% | -1% | .
CCOC(=O)CN1C(=O)N[C@@H](c2cccc(C(F)(F)F)c2)[C@H](C(=O)OC)[C@H]1C | 0%[11.5 µM] | -14%[10 µM] | -3%[11.2 µM] | i[11.5 µM] | 3%[11.6 µM] | 4%[11.2 µM] | 0%[11.6 µM] | .
COc1ccccc1OCCNc1nc2c(c(=O)n(C)c(=O)n2C)n1C | -7% | 21%[1.9 µM] | -1% | -4% | -7% | -15% | -9% | 2%
Cc1ccc(N2C(=O)CC(NCc3ccc4c(c3)OCO4)C2=O)cc1Cl (centres undefined) | -8% | -1% | -8% | -5% | -12% | -5% | -4% | -2%
COc1ccccc1C(=O)Nc1nsc(-c2ccccc2)n1 | ? | -11%[10 µM] | 1% | 13% | -8% | 7% | 6% | 4%
COc1ccc(Oc2ccc(S(=O)(=O)N3CCCCC3)cc2S(=O)(=O)N2CCCCC2)cc1 | . | 8% | -1% | 12% | -8% | 1% | -3% | .
COCCSc1ccccc1C(=O)Nc1ccc2c(c1)OCO2 | -1% | . | -4% | i | 1% | -7% | 6% | 30%[activator]
Cc1cccc(N(CC(=O)NCCC2=CCCCC2)S(C)(=O)=O)c1C | -6% | 9% | -2% | -8% | -6% | 5% | 11% | .
O=C(Nc1cccc(C(F)(F)F)c1)c1csc(-c2ccncc2)n1 | -5% | -10% | -1% | i | -16% | 6% | 3% | 0%
Cc1ccc(N2C(=O)C3C4C=CC(CNC(=S)N5CCN(c6ccccc6)CC5)(O4)C3C2=O)cc1 (centres undefined) | -5% | -24% | 0% | i | 15% | 6% | 13% | .
Cn1nc(C(=O)N2CCN(S(=O)(=O)/C=C/c3ccccc3)CC2)c2ccccc2c1=O | -3% | 6%[10 µM] | -1% | -2% | -4% | -4% | -8% | -3%
NC(=O)CSc1nc(C23CC4CC(CC(C4)C2)C3)nc2ccccc12 | -12% | -6%[10 µM] | -1% | 4% | -4% | -5% | -16% | -8%
Cc1ccc(C2=CC(c3ccccc3C)n3c(nc4ccccc43)N2)cc1 (centres undefined) | ? | . | 1% | . | -7% | -1% | -3% | .
N#C/C(=C\c1c(N2CCC(C(N)=O)CC2)nc2ccccn2c1=O)C(=O)NCc1ccco1 | -15% | 9%[10 µM] | -1% | -14% | -8% | -5% | 5% | 2%
Cc1ccc(OCCCC(=O)Nc2nc3ccccc3[nH]2)cc1 | -8% | -13%[10 µM] | -2% | i | -2% | 10% | -12% | -1%
CCNC(=S)N1CCN(Cc2ccccc2)CC1 | 4% | -42%[inhibitor] | -1% | i | 7% | 9% | 0% | 17%
COc1ccc(CCNC(=O)c2ccc3c(c2)N(Cc2ccc(F)cc2)C(=O)CS3)cc1OC | -1% | . | -2% | . | -19% | 2% | 7% | .
O=C(O)CCN1C(=O)CC2(CCCCC2)C1=O | -2% | -9% | 1% | i | 1% | -3% | 9% | .
COC(=O)c1cc(/C=C/c2ccccc2)on1 | -11% | -9%[10 µM] | 1% | -7% | -1% | -1% | 12% | 8%
Cc1cccc(C)c1NC(=O)C1c2cccc[n+]2CC(=O)N1Cc1ccc2c(c1)OCO2 (centres undefined) | -13% | -18% | -2% | -4% | -5% | -4% | -6% | .
CN(C)c1ccc(C(=O)C(O)c2ccccc2)cc1 (centres undefined) | -3% | -22%[10 µM] | -2% | i | -7% | 8% | -13% | 5%
C=CCSc1nc2c(c(=O)[nH]c(=O)n2C)n1C(C)C | -2% | -19%[10 µM] | -5% | -14% | 3% | 3% | 0% | -2%[11.4 µM]
O=C(Nc1ccc2c(c1)CCC2)c1ccccc1Br | -12% | -75%[inhibitor] | -1% | i | -6% | -3% | 5% | .
Cc1ccc(C(=O)CSc2nnc(-c3ccco3)n2C)cc1 | -15% | . | 1% | i | 2% | -1% | -9% | 7%
NNC(=O)c1cccnc1Oc1ccccc1 | -3% | 3%[10 µM] | 2% | 6% | 3% | 4% | -2% | -14%
Cc1cc(C)cc(OCC(=O)Nc2ccc(-c3nc4ncccc4o3)cc2C)c1 | -9% | . | -3% | . | -8% | 6% | -7% | .
O=C(NCc1ccco1)C1CCCCC1 | 3% | 16%[10 µM] | -1% | 3% | 6% | -7% | 1% | -7%
CCC12CN(S(=O)(=O)c3ccc(C)cc3)CC(CC)(CN(S(=O)(=O)c3ccc(C)cc3)C1)C2=O | -9% | 10% | -1% | i | -14% | 0% | 5% | .
CC(=O)c1cccc(NC(=O)CCc2c(C)nc3c(c(C)nn3-c3ccccc3)c2C)c1 | -4% | . | -8% | . | ? | -1% | ? | .
COc1cccc(C2CC(=O)Nc3c2ccc(C)c3C)c1OC (centres undefined) | -6% | . | -1% | . | -10% | 3% | -1% | .
CC(=O)c1ccccc1OCC(O)Cn1c(CO)nc2ccccc21 (centres undefined) | -2% | . | ? | . | -5% | -3% | 9% | .
CCOc1cccc2sc(NC(=O)c3ccc(S(=O)(=O)N4CCCCC4C)cc3)nc12 (centres undefined) | 16% | . | -29% | . | -2% | 2% | -22% | .
CCOc1ccc(N2C(=O)c3cccnc3C2=O)cc1 | -2% | -9% | 0% | -7% | -2% | 5% | 0% | -1%
Cc1ccc2c(c1)c(CC(=O)Nc1ccc(F)cc1)c(C(=O)O)n2C | -6% | -19% | -2% | -3% | -6% | 3% | 9% | .
CC(=O)c1ccc2c3c(cccc13)CC2 | -11% | 5%[10 µM] | 0% | -2% | -3% | -8% | 4% | 4%

Source: PubChem BioAssay (National Center for Advancing Translational Sciences (NCATS))

Only part of the results is shown; count on the stated rates, not on these rows.
